# Screening results deposited in PubChem by National Center for Advancing Translational Sciences (NCATS).
# Vif-APOBEC3G blk = qHTS for Inhibitors of Vif-A3G Interactions: qHTS. DNA dC->dU-editing enzyme APOBEC-3G (Homo sapiens), Q9HC16. HeLa A3G-eYFP + Vif (tagged APOBEC3G with the HIV-1 protein that degrades it), YFP fluorescence, overnight. Potency, µM (doses to about 46.1 µM), for inactives: top-dose activity, negative = active, actives largely listed as inhibitors. 0.076% of 410,000 active;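 also: potency is read from the fitted curve at half-maximal effect; % is scaled to controls: 0 for no effect and ±100 for the full control effect; nearly all actives have a fitted effect of over 60% in size; hits raise eYFP signal because A3G escapes Vif-driven loss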
# Target sequence (Q9HC16 whole entry, looked up): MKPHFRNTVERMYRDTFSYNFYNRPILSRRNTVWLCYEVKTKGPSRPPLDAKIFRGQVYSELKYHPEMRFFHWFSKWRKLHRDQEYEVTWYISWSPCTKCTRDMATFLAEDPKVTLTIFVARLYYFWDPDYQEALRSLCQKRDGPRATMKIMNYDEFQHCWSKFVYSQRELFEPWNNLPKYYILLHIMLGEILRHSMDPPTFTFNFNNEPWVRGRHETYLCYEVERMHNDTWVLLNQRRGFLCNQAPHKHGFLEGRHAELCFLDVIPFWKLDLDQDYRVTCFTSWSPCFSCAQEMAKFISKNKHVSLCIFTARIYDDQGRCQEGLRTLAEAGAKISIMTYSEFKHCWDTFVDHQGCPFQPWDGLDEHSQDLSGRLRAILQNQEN
#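 HeLa cells stably expressing Vif and C-terminally eYFP-tagged A3G, seeded overnight at 37 deg C, then exposed to compound by pintool overnight at 37 deg C. Rise in yellow fluorescence (Ex 488/Em 500-530, Acumen) marks blocked Vif-driven A3G degradation.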
# IDH1 R132H inh = qHTS for Inhibitors of mutant isocitrate dehydrogenase 1 (IDH1): qHTS | Isocitrate dehydrogenase [NADP] cytoplasmic (Homo sapiens), O75874 | IDH1-R132H enzyme, NADPH consumption, diaphorase/resazurin fluorescence | Potency, µM (highest dose often 76.6 µM), for inactives: top-dose activity change, negative = inhibition, actives largely listed as inhibitors | 0.093% of 390,000 active | AID 602179, 2012; also: potency is read from the fitted curve at half-maximal effect; % is scaled to controls: 0 for no effect and ±100 for the full control effect; nearly all actives have a fitted effect of over 65% in size
#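 IDH1-R132H (0.5 ug/mL) preincubated 30 min with compound, then NADPH (0.016 mM) and alpha-KG (2 mM) added; 80 min at RT, pH 7.5. Remaining NADPH coupled via diaphorase/resazurin to fluorescence (540/590 nm); concentration-response curves normalized to no-enzyme control.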
# GRP78 ERSR act = qHTS for Inducers of the Endoplasmic Reticulum Stress Response (ERSR) in Human Glioma: qHTS | U87-MG GRP78 promoter luciferase reporter, 16 h | Potency, µM, inactives show at the top dose activation, actives largely listed as activators | 0.02% of 420,000 active; also: potency is read from the fitted curve at half-maximal effect; series mostly up to about 76 µM; % of control where 0% means no effect; nearly all actives have a fitted effect of over 35% in size
#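 Stably transfected U87-MG glioma cells carrying a GRP78-based luciferase sensor; 16 h compound incubation. Luminescence end-point read 10 min after Bright-Glo addition at room temperature.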
# rTrxR1 inhibitor = qHTS Assay for Inhibitors of Mammalian Selenoprotein Thioredoxin Reductase 1 (TrxR1): qHTS | 1% of 390,000 active | AID 588453, 2011 | recombinant rTrxR1, NADPH fluorescence consumption, selenite substrate | Thioredoxin reductase 1, cytoplasmic (Rattus norvegicus), O89049 | Potency, µM (doses to about 114 µM), for inactives: top-dose activity change, negative = inhibition, most hits filed as inhibitors; also: potency is read from the fitted curve at half-maximal effect; % is scaled to controls: 0 for no effect and ±100 for the full control effect; nearly all actives have a fitted effect of over 65% in size
# Target sequence (O89049 whole entry, looked up): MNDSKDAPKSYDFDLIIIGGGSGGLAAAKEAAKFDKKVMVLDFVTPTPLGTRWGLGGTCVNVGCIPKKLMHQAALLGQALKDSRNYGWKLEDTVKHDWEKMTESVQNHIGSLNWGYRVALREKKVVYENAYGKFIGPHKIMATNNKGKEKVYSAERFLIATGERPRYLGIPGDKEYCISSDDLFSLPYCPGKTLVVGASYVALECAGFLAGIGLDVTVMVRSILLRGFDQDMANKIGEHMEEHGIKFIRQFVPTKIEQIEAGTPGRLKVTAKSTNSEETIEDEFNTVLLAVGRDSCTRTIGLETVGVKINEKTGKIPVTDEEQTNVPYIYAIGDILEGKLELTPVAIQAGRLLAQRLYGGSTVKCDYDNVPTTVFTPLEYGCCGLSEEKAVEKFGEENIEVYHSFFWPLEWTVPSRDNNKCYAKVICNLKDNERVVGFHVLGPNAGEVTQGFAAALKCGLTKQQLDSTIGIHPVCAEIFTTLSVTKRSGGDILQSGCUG
#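 Rat TrxR1 (90 nM in the dispensed reagent) was pre-reduced with 400 uM NADPH for 5 min at room temperature, then incubated with compound for 15 min. After 400 uM selenite was added, NADPH fluorescence (Ex 340/Em 450 nm) was followed for 8 min.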
# TrxR1 substrate = qHTS Assay for Substrates of Mammalian Selenoprotein Thioredoxin Reductase 1 (TrxR1): qHTS; purified TrxR1 substrate turnover, NADPH consumption readout; Potency, µM (series often up to 114 µM), for the others: at the top dose activity change, negative = substrate turnover; 0.01% of 390,000 active; AID 588456, 2011; also: potency is read from the fitted curve at half-maximal effect; % is scaled to controls: 0 for no effect and ±100 for the full control effect; nearly all actives have a fitted effect of over 50% in size
#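 Rat TrxR1, dispensed at 90 nM, was prereduced with 400 uM NADPH (final) for 5 min at ~22 deg C, then incubated with compound 15 min before 400 uM selenite. A first-read NADPH fluorescence drop versus no-compound background flagged substrates.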
# USP1 inh = Inhibitors of USP1/UAF1: Primary Screen | Ubiquitin carboxyl-terminal hydrolase 1 (Homo sapiens), O94782 | recombinant USP1/UAF1, Ub-Rhodamine cleavage fluorescence | Potency, µM (top dose mostly 57.1 µM), inactives show at the highest dose activity change, negative = inhibition, most hits filed as inhibitors | 0.23% of 390,000 active; also: potency is read from the fitted curve at half-maximal effect; % is scaled to controls: 0 for no effect and ±100 for the full control effect; nearly all actives have a fitted effect of over 60% in size; inactives centre near -12
#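 USP1/UAF1 complex (1 nM) preincubated 15 min at room temperature with compound, then Ub-Rho substrate (150 nM final) added. Kinetic fluorescence at 480/540 nm over 6 reads at 60 s intervals; 50 mM HEPES pH 7.8, 0.5 mM EDTA, 0.1 mg/ml BSA, 1 mM TCEP, 0.01% Tween-20.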
# Vif-APOBEC3F blk = qHTS for Inhibitors of Vif-A3F Interactions: qHTS; Potency, µM (top dose mostly 46.1 µM), without a hit: at the top dose activity, negative = active; AID 602313, 2012; 0.2% of 390,000 active; HeLa A3F-eYFP + Vif (tagged APOBEC3F with the HIV-1 protein that degrades it), YFP fluorescence increase; also: potency is read from the fitted curve at half-maximal effect; % of control where 0% means no effect; nearly all actives have a fitted effect of over 65% in size
#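 Fluorescence increase (Ex 488/Em 500-530) after overnight compound treatment at 37 deg C flags inhibition of Vif-driven A3F-eYFP loss in stable HeLa A3F-eYFP/Vif cells seeded overnight beforehand.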
# RGS4 inh = Inhibitors of Regulator of G Protein Signaling (RGS) 4: qHTS | Regulator of G-protein signaling 4 (Homo sapiens), P49798 | Transcreener GDP fluorescence polarization, RGS4-accelerated GTP hydrolysis | Potency, µM (series often up to 114 µM), for the others: top-dose activity change, negative = inhibition, most hits filed as inhibitors | 0.039% of 390,000 active | AID 504845, 2011; also: potency is read from the fitted curve at half-maximal effect; % is scaled to controls: 0 for no effect and ±100 for the full control effect; nearly all actives have a fitted effect of over 75% in size; some results filed as inactive show a strong effect at the top dose
# Target sequence (P49798 whole entry, looked up): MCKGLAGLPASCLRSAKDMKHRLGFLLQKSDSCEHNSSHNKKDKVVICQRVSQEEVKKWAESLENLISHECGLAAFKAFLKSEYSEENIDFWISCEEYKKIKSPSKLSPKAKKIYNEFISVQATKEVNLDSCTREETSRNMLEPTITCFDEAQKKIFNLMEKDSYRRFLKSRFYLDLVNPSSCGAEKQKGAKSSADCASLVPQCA
#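 MLSMR compounds (23 nl, pin-transferred) preincubated 10 min at room temperature with a 500nM (2x) first reagent, then RGS4 at 900nM (2x) plus Transcreener GDP mix added; fluorescence polarization (620/688 nm) read before and after 90 min at 30 °C.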
# LDHA inh = qHTS assay for inhibitors of human lactate dehydrogenase. L-lactate dehydrogenase A chain (Homo sapiens), P00338. AID 1347041, 2019. activity change, % (values are at about 110 or 230 µM). 0.15% of 480,000 active. purified LDHA, NADH/diaphorase-resazurin fluorescence; stronger effect = lower value; in the data active = activity change below about -30%; inconclusive = mostly about -25% to -30%;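 also: plate controls were DMSO wells for no effect and wells without enzyme for full effect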
#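 Resorufin fluorescence (ex540/em590), read at 0 and 20 min after diaphorase/resazurin addition, reports the NADH left after a 5 min room-temperature reaction of 2 nM human LDH5 with 0.06 mM NADH and 0.2 mM pyruvate.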
# The depositor's hits bear a star; ? = inconclusive; / = not tested or not shown; & = joins results of further samples; [ ] = dose if it differs, or a comment. Unless noted, calls follow the shape of the dose curve; as a rule, active = well fitted curve in the direction sought with a large enough effect; inconclusive = small, poorly fitted or top-dose-only effect, or another doubt; inactive = no such curve, though single readings can be large; an effect the other way counts as inactive or inconclusive. A portion of the library, so the mix of outcomes need not match the whole.
# Every second line gives: GRP78 ERSR act	IDH1 R132H inh	TrxR1 substrate	Vif-APOBEC3G blk	RGS4 inh	USP1 inh	Vif-APOBEC3F blk	rTrxR1 inhibitor	LDHA inh
> Cc1ccc(NCc2nnc(SCC(=O)N3CCCc4ccccc43)o2)c(C)c1
  -6%	4%	9%[57.1 µM]	2%	7%	-17%	-2%	21%[57.1 µM]	0
> COc1cc2[nH]c(=O)n(CCCCCC(=O)N3CCN(c4ccc(Cl)cc4)CC3)c(=O)c2cc1OC
  -2%	-15%	-6%	2%	7%	4%	-8%	-8%	-5
> Cc1ccc(SCC(=O)NCc2cccnc2)cc1
  2%	-6%	1%	-1%	15%	3%	0%	13%	-1
> COc1ccc(C(C#N)=Cc2ccc(OC)c(OC)c2)cc1
  7%	-2%	/	2%	/	-14%	-2%	/	1
> Cc1ccc(NS(=O)(=O)c2ccc3c(c2)CCC(=O)N3)cc1
  -2%&-3%	29%	-2%	-4%&1%	20%	-3%	3%	-3%	-4&1&-4
> COc1ccc(-c2[nH]ncc2C(=O)NCc2cccc(F)c2)cc1
  /	/	6%	/	-3%	2%	/	14%	-6
> Cc1cccc(OCCCn2c(CCNC(=O)C(C)(C)C)nc3ccccc32)c1
  1%	20%	1%	2%	20%	-23%	-4%	13%	0
> CCc1c(C(=O)OCc2ccccc2)[nH]c(C)c1C
  -5%	14%	-6%	-15%	-18%	-9%	-20%	29%[57.1 µM]	-1
> CCCCN(CC)CCNC(=O)c1cc2c(=O)n(C)c3ccccc3c2s1
  1%	-1%	61%[activator]	2%	-38%	-26%	?	-8%	-5
> COc1cccc(CN2CCCCC2C(=O)O)c1 (stereo not given)
  -2%	0%	3%[57.1 µM]	6%	-18%	-1%	11%	10%[57.1 µM]	-3
> Cc1ccc2c(c1)N(C(=O)CCC(=O)Nc1ccccc1Cl)CC(C)O2 (stereo not given)
  -4%&-1%	9%&19%	1%[57.1 µM]	-4%&0%	0%&-4%	-20%&-18%	3%&2%	24%[57.1 µM]	0&8
> Cc1cc(N2CCN(c3ccc(C(F)(F)F)cc3[N+](=O)[O-])CC2)c2ccccc2n1
  -2%	-2%	-6%	6%	1%	-25%	-26%	23%	2
> O=C1NC(=S)S/C1=C/c1ccc(Oc2cnccn2)cc1
  5%	4%	-33%[57.1 µM]	4%	-22%	-16%	7%	-18%[57.1 µM]	-4
> CN(C)c1ccc(CNC(=O)C(Cc2ccccc2)NS(=O)(=O)c2ccc3c(c2)oc(=O)n3C)cc1 (stereo not given)
  -2%	-27%	6%	-5%	-27%	-13%	1%	15%	-6
> O=C(O)CCc1ccc(-c2ccc(F)cc2)n1CCC(=O)O
  -3%	-3%	18%	4%	2%	-2%	0%	-26%	0
> Cc1noc(C)c1NC(=O)N(C)C[C@H]1Oc2ccc(NC(=O)NC(C)C)cc2C(=O)N([C@H](C)CO)C[C@@H]1C
  2%	0%	-2%	1%	-28%	-12%	2%	-9%	0
> COC(=O)Cn1ncn2c(cc3oc(C)cc32)c1=O
  -7%	4%	-1%	-3%	-2%	-13%	-1%	-24%	2
> COc1ccc(CNC(=O)C2CCC(=O)N2C(C)C)c(OC)c1 (stereo not given)
  2%	-11%	-10%	2%	26%	-15%	0%	0%	-1
> CC(Cc1nnc(SCC(=O)O)n1N)c1ccccc1 (stereo not given)
  -2%	1%	1%[2.29 µM]	2%	31%	-10%	-3%	4%[2.29 µM]	-5
> O=C(COc1ccc(Cl)cc1Cl)N1CCNC1=O
  0%	-6%	0%	-4%	2%	-10%	1%	27%	1&-10
> NC(N)=Nc1ccc(N=C(N)N)cc1
  -8%	-10%	1%[2.29 µM]	1%	11%	-27%	1%	2%[57.1 µM]	-4
> COCCNC(=O)C(c1ccc(C)cc1)N(Cc1cccs1)C(=O)CCC(=O)Nc1ccccn1 (stereo not given)
  2%	6%	9%[0.0914 µM]	1%	14%	-5%	15%	10%[57.1 µM]	-7
> CCOc1ccc(N2CC(C(=O)Nc3c(C)n(C)n(-c4ccccc4)c3=O)CC2=O)cc1 (stereo not given)
  -2%	1%	10%[57.1 µM]	0%	1%	-9%	0%	21%[57.1 µM]	-3
> CC(=O)Nc1ccc(NC(=O)COC(=O)CCCc2c[nH]c3ccccc23)cc1
  -5%	-2%	-1%	1%	0%	-2%	-8%	15%	-11
> COC(=O)CCCC(=O)N1CCCC(N(C)CCc2ccccc2)C1 (stereo not given)
  -2%	2%	-6%	1%	25%	-3%	0%	-15%	-13
> CN(C)c1ccc(-c2nnc(-c3ccccc3F)o2)cc1
  -9%	0%	34%[activator]	-5%	13%	-15%	0%	35%	-8
> CS(=O)(=O)c1nc(S(=O)(=O)c2ccc(Cl)cc2)c(N2CCCCC2)s1
  -5%	3%	-3%	-2%	-12%[56.9 µM]	-21%	0%	22%	-7
> O=C(c1ccc(F)cc1)c1cn(Cc2ccc(F)cc2)c2cc3c(cc2c1=O)OCCO3
  -1%	-17%	-3%	-5%	-30%	?	0%	9%	-6
> CCOC(=O)/C=C/C(=O)Nc1ccc(S(=O)(=O)N2CCCCCC2)cc1
  -9%	-1%	6%[57.1 µM]	-20%	0%	-6%	-8%	-37%	-4
> Cc1noc(C)c1S(=O)(=O)N(C)C[C@H]1OCCCC[C@@H](C)Oc2ccc(NC(=O)CCCN(C)C)cc2C(=O)N([C@H](C)CO)C[C@@H]1C
  -2%	-4%	/	-1%	/	-15%	1%	/	-2

# Given field by field: three of the compounds above.
COc1cccc(CN2CCCCC2C(=O)O)c1 (stereo not given)
  GRP78 ERSR act: -2%
  IDH1 R132H inh: 0%
  TrxR1 substrate: 3%[57.1 µM]
  Vif-APOBEC3G blk: 6%
  RGS4 inh: -18%
  USP1 inh: -1%
  Vif-APOBEC3F blk: 11%
  rTrxR1 inhibitor: 10%[57.1 µM]
  LDHA inh: -3
Cc1ccc2c(c1)N(C(=O)CCC(=O)Nc1ccccc1Cl)CC(C)O2 (stereo not given)
  GRP78 ERSR act: -4%&-1%
  IDH1 R132H inh: 9%&19%
  TrxR1 substrate: 1%[57.1 µM]
  Vif-APOBEC3G blk: -4%&0%
  RGS4 inh: 0%&-4%
  USP1 inh: -20%&-18%
  Vif-APOBEC3F blk: 3%&2%
  rTrxR1 inhibitor: 24%[57.1 µM]
  LDHA inh: 0&8
Cc1cc(N2CCN(c3ccc(C(F)(F)F)cc3[N+](=O)[O-])CC2)c2ccccc2n1
  GRP78 ERSR act: -2%
  IDH1 R132H inh: -2%
  TrxR1 substrate: -6%
  Vif-APOBEC3G blk: 6%
  RGS4 inh: 1%
  USP1 inh: -25%
  Vif-APOBEC3F blk: -26%
  rTrxR1 inhibitor: 23%
  LDHA inh: 2

# (cont.)
# Every second line gives: GRP78 ERSR act	IDH1 R132H inh	TrxR1 substrate	Vif-APOBEC3G blk	RGS4 inh	USP1 inh	Vif-APOBEC3F blk	rTrxR1 inhibitor	LDHA inh
> CCCCCCCCCCS(=O)(=O)N/N=C/c1ccc([N+](=O)[O-])cc1
  -4%	2%	-21%	-19%	-33%	-20%	-2%	-5%	6
> COc1cc(NC(=O)CSc2nc3ncccc3o2)cc(OC)c1
  -2%	-11%	3%[57.1 µM]	-3%	-11%	-15%	3%	16%[57.1 µM]	-2
> Cc1oc(-c2cccc(Cl)c2)nc1CSCC(=O)NCc1ccccc1Cl
  -2%	-10%	10%	1%	7%	-17%	0%	26%	-2
> CCOC(=O)CN(C(=O)c1ccccc1[N+](=O)[O-])C(C)(C)C
  -4%	5%	9%[57.1 µM]	2%	13%	-17%	3%	21%[57.1 µM]	9
> Cc1cccc(NC(=O)c2nc[nH]c2C(=O)N2CCN(c3ccccc3)CC2)c1
  -1%	-4%	7%	-1%	4%	?	-1%	17%	-6
> CCc1nnc(NC(=O)c2c(O)c3c([nH]c2=O)CCCC3)s1
  -2%	3%	-5%	-5%	-12%	-11%	5%	-4%	2
> Cc1nc2sc(C(c3cccs3)N3CCN(c4cccc(Cl)c4)CC3)c(O)n2n1 (stereo not given)
  -2%	-5%	0%[57.1 µM]	-1%	-1%	-27%	4%	9%[57.1 µM]	4
> COc1ccccc1-n1c2c(cc(C(=O)N3CCC(C)CC3)c1=O)C(=O)CC(C)(C)C2
  -1%	-10%	-5%	-1%	18%	-15%	3%	10%	-1
